S aureus QS inh: blocks AIP-induced quorum sensing reporter in S. aureus; S. aureus RN6390 RNAIII-GFP reporter, flow cytometry 3 h; inhibition, % at 2 µM; actives 0.3% (n = 24,000); AID 527;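 active = share of bacteria positive for the green fluorescent reporter and its mean brightness both inhibited by 50% or more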;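 also: 0% = AIP-stimulated control and 100% = unstimulated bacteria without AIP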
S aureus QS inh GFP MFI %: further read-out of S aureus QS inh, marked with its call; inhibition, %; measured here: inhibition of GFP MFI
* = called active by the depositor.

S aureus QS inh	S aureus QS inh GFP MFI %	structure
1	35	Cc1ccc2[nH]c3c(c2c1)CCc1cn[nH]c1-3
1	27	O=C(CSc1nnc(COc2ccc(Cl)cc2)o1)OC1CCCCC1
-4	-2	CCC1CCCCN1CCCNC(=O)Cn1nc(-c2ccccc2)ccc1=O (centres undefined)
2	3	CCCCn1cnc2c(cnn2-c2ccc(F)cc2)c1=O
1	23	O=C(O)C1C2C=CC(C2)C1C(=O)N1CCN(C/C=C/c2ccccc2)CC1 (centres undefined)
-2	-20	Cc1ccc(CSC2=Nc3ccccc3C3=NC(CCC(=O)NCc4ccco4)C(=O)N23)cc1 (centres undefined)
-2	-37	O=C(O)C1C2C=CC(C2)C1C(=O)N1CCOCC1 (centres undefined)
-1	-22	COCCN1Cc2cccc(C(=O)Nc3ccccc3OC)c2C1=O
1	-1	O=C(NCc1ccco1)c1nnc(Cc2ccc(F)cc2)o1
15	41	COc1cccc(CNc2ccc(F)c(Cl)c2)c1O
-4	-15	CC(=O)c1cc2c(cc1NC(=O)CN1CCN(C(=O)c3ccco3)CC1)OCO2
-1	-5	CCOC(=O)N1CCC(NC(=O)Cn2cccc2C(=O)c2ccccc2)CC1
-14	-35	COc1cc2[nH]c(=O)n(CCCC(=O)NCCc3ccccc3)c(=O)c2cc1OC
0	13	CCCCn1c(C(C)NC(=O)COC)nc2ccccc21 (centres undefined)
14	35	Cc1noc(C)c1S(=O)(=O)N(CC(=O)NCc1ccc2c(c1)OCO2)c1ccc(C(C)C)cc1
-3	-9	CCOC(=O)c1sc(N)c(C(=O)OCC)c1COC(=O)C1CC(=O)N(Cc2ccco2)C1 (centres undefined)
0	2	c1ccc(CC2CCN(C(c3cccs3)c3nnnn3C3CCCC3)CC2)cc1 (centres undefined)
0	3	COc1ccc(N2CCN(C(CNC(=O)C(=O)NCCc3c[nH]c4ccccc34)c3ccco3)CC2)cc1 (centres undefined)
3	8	CCN(CC)CCCNC(=O)c1nn(-c2cccc(OC)c2)c(=O)c2ccccc12
0	7	CC1C=CC(C)C(C(=O)O)C1C(=O)O (centres undefined)

Later entries
S aureus QS inh	S aureus QS inh GFP MFI %	structure
-2	-15	CCN(CC)CCCN1C(=O)C(O)=C(C(C)=O)C1c1ccc(OC)cc1OC (centres undefined)
-2	-32	CCOC(=O)C1CCN(C(=O)CNS(=O)(=O)c2cccs2)CC1
0	17	Clc1cccc(N2CCN(CCNc3nc4ccccc4n4cnnc34)CC2)c1
2	3	O=C(Cc1coc(-c2ccc(F)cc2)n1)Nc1ccccc1
24	40	COC(=O)c1ccc2c(=O)n(CCC3=CCCCC3)c(SCC(=O)N3CCCC3)nc2c1
-18	-12	N#CN(CC(N)=O)c1nc(N2CCCCC2)nc(N2CCCCC2)n1
0	-9	O=C(C1CCC(=O)N1C1CCCCC1)N1CCN(c2ccc(F)cc2)CC1 (centres undefined)
-2	-6	COc1ccc(S(=O)(=O)NC(CC(=O)NCc2ccco2)C(C)C)cc1 (centres undefined)
-1	2	Cc1cc(C(=O)NCc2cccnc2)n(-c2ccccc2)n1
-3	-8	CCc1ccccc1NC(=O)CSC1=C(C#N)C(c2ccc(O)c(OC)c2)C2=C(CCCC2=O)N1 (centres undefined)
-2	-22	COc1ccc2[nH]c3c(c2c1)CN(C)CC3
-3	-14	CCOC(=O)c1c(C)oc2ccc(OCC(N)=O)cc12
2	7	Cc1noc(C)c1S(=O)(=O)N1CCCC(C(=O)NCCc2ccc(Cl)cc2)C1 (centres undefined)
5	4	O=C1NCCCc2c1oc1cc(Br)c(O)c(Br)c21
-4	-4	COc1cc(OC)c(C2N(c3ccccn3)C(=O)C3CCCN32)cc1OC (centres undefined)
-3	-13	CCCC(=O)N1CCN(S(=O)(=O)c2cc(Cl)ccc2OC)CC1
1	11	COCc1[nH]nc2c1C(C1C=CCCC1)C(C#N)=C(N)O2 (centres undefined)
6	18	CC(C)Cn1cc(C(=O)N2CCOCC2)c2c3ccccc3n(C)c2c1=O
0	0	Cc1ccc(S(=O)(=O)N2CCN(C(=O)CN3C(=O)NC4(CCOc5ccccc54)C3=O)CC2)cc1 (centres undefined)
2	1	COC(=O)c1cc2oc(C)cc2n1CC(=O)N(C)c1ccccc1

The last two records of the section before are carried over, then new ones follow.
S aureus QS inh	S aureus QS inh GFP MFI %	structure
0	0	Cc1ccc(S(=O)(=O)N2CCN(C(=O)CN3C(=O)NC4(CCOc5ccccc54)C3=O)CC2)cc1 (centres undefined)
2	1	COC(=O)c1cc2oc(C)cc2n1CC(=O)N(C)c1ccccc1
2	20	COc1ccc(Cc2nc(-c3ccc(Br)o3)no2)cc1OC
-1	15	CCn1c(=O)cc(SCC(=O)NCCN2CCN(Cc3ccccc3)CC2)c2ccccc21
2	8	CCC1Sc2ccccc2N(CC(=O)NCCC(C)C)C1=O (centres undefined)
-4	-10	CCOc1ccc(C2CC(c3ccc(F)cc3)Nc3nc(N)nn32)cc1 (centres undefined)
-8	-10	COc1ccc(C2C(C(=O)NCC3CCCO3)CCC(=O)N2c2ccc3c(c2)OCO3)cc1 (centres undefined)
1	21	COc1cccc(C2NC(CC(C)C)(C(=O)O)C3C(=O)N(Cc4ccccc4)C(=O)C23)c1O (centres undefined)
14	32	Cc1ccccc1-c1nc(CS(=O)CC(=O)NCCCN(C)c2ccccc2)c(C)o1 (centres undefined)
-3	-14	O=C(CCc1ccc(S(=O)(=O)N2CCOCC2)cc1)NCCc1ccccn1
-2	-16	CSc1ccccc1NC(=O)c1onc(C)c1Cl
-3	1	CCC(CC)C(=O)Nc1cccc(C(=O)NCc2ccco2)c1
0	3	Cc1cc(=O)n(CCO)c(O)c1C#N
6	16	Cc1c(C(=O)N2CCN(c3ccccc3F)CC2)sc2nc(-c3ccccc3)cn12
-4	-10	CC(C)C(OC(=O)c1ccco1)C(=O)NCc1ccccc1 (centres undefined)
1	1	CC1(C)CC(=O)c2cc(OCC(=O)N3CCN(c4ccccc4F)CC3)ccc2O1
-10	-36	COc1ccccc1Cn1nnc2c(=O)[nH]c(C3CCN(C(=O)c4ccccc4Cl)CC3)nc21
1	19	COc1cccc(C2=Nn3c(nnc3-c3ccccc3O)SC2)c1
0	5	COc1cc2c(cc1OC)C(C)N(C(=O)c1cc3n(n1)C(C(F)(F)F)CC(c1ccco1)N3)CC2 (centres undefined)
0	-2	Cc1noc(C)c1S(=O)(=O)N1CCC(C(=O)N2CCN(c3ccccc3Cl)CC2)CC1
-1	-13	CC(=O)N1CCC(N(C(=O)Nc2ccc(C)c(C)c2)C2CCCC2)CC1
1	6	O=C(CCN1C(=O)C2C3C=CC(C3)C2C1=O)NCc1cccnc1 (centres undefined)

Remaining list, next part.
S aureus QS inh	S aureus QS inh GFP MFI %	structure
0	16	O=C1COc2ccc(C(=O)NCc3ccco3)cc2N1
2	10	CCC(Sc1ccc2nnc(-c3ccc(F)cc3)n2n1)C(=O)O (centres undefined)
3	11	O=C(CCNS(=O)(=O)c1cccc2nonc12)NC1CCCc2ccccc21 (centres undefined)
-4	-9	CCOC(=O)c1oc2ccccc2c1NC(=O)c1ccc(S(=O)(=O)N2CCCC2)cc1
4	7	CC(C)N(Cc1nc(-c2ccc(Cl)cc2)no1)C(=O)CCC1CCCC1
-7	-14	O=C(Cn1c(=O)sc2ccccc21)NCc1ccccn1
-1	4	COc1cc(-c2nc(N)n[nH]2)cc(OC)c1OC
0	-2	Cc1oc(-c2ccccc2)nc1Cn1cccc1C1=NC(c2ccccc2)CO1 (centres undefined)
51	45	CCc1ccc(N(CC(=O)O)S(=O)(=O)c2c(C)noc2C)cc1
-1	2	Cn1c([N+](=O)[O-])cnc1COC(N)=O
-2	-20	CCOCCCn1c(=S)[nH]c2cc3c(cc2c1=O)OCO3
-1	3	CC1CCCN(c2ccc(C(=O)NCc3cccs3)cn2)C1 (centres undefined)
0	24	COC(=O)c1ccc(CSc2nc(-c3ccc(OC)cc3)nc3c2c(=O)n(C)c(=O)n3C)o1
-4	-12	O=C(CCN1C(=O)C2C3C=CC(C3)C2C1=O)NC1CCCc2ccccc21 (centres undefined)
0	-19	Cn1c(=Nc2ccc(N3CCOCC3)cc2)ccc2ccccc21
24	57	O=C(c1ccco1)N1CCN(S(=O)(=O)c2ccc(C3CCCCC3)cc2)CC1
0	-14	COc1ccccc1CNC(=O)CN(c1ccc(C)cc1)S(=O)(=O)c1c(C)nn(C)c1C
-5	-9	CCn1c(=O)n(CC(=O)Nc2cccc(OC)c2)c(=O)c2ccccc21
-2	9	O=C(CCN1C(=O)C2CC=C(Cl)CC2C1=O)NC1CCCCC1 (centres undefined)
34	78	O=c1c2ccccc2[nH]c(=S)n1CCN1CCC(=C(c2ccc(F)cc2)c2ccc(F)cc2)CC1

Reprinted at random: 3 compounds from above, in no set order.
S aureus QS inh	S aureus QS inh GFP MFI %	structure
0	-2	Cc1oc(-c2ccccc2)nc1Cn1cccc1C1=NC(c2ccccc2)CO1 (centres undefined)
0	5	COc1cc2c(cc1OC)C(C)N(C(=O)c1cc3n(n1)C(C(F)(F)F)CC(c1ccco1)N3)CC2 (centres undefined)
0	-14	COc1ccccc1CNC(=O)CN(c1ccc(C)cc1)S(=O)(=O)c1c(C)nn(C)c1C

Following part:
S aureus QS inh	S aureus QS inh GFP MFI %	structure
-1	-3	CC(C)(C)c1ccc(-c2cc(N)n[nH]2)cc1
-1	-29	C1CSC2(N1)C1CC3CC(C1)CC2C3 (centres undefined)
16	26	CCC(C(=O)NCc1ccco1)n1nc(-c2ccc(OC)cc2)ccc1=O (centres undefined)
-2	-21	CN(C)S(=O)(=O)c1ccc(S(=O)(=O)N2CCN(CCC#N)CC2)cc1
-1	-4	COc1cccc(-c2cc(C(F)(F)F)nc(N3CCC(C)CC3)n2)c1
-2	0	CC(C)(C)n1ncc2c(=O)n(CC(=O)NCc3ccco3)cnc21
0	-1	CN(C(=O)c1ccno1)c1nnc(-c2cnccn2)s1
0	-4	Cc1cc(C(=O)Nc2sc3c(c2C#N)CCCC3)no1
-2	-5	CCOC(=O)c1cnc2ccc(OCC)cc2c1N1CCN(C)CC1
-4	-13	COc1nc(Oc2ccc(C(=O)OCC(N)=O)cc2)nc(N(C)C)n1
0	-15	O=C(O)Cn1c(-c2ccccc2)nc2ccccc21
12	12	CC(C)c1[nH]nc2c1C(c1cccc(OC(=O)N3CCOCC3)c1)C(C#N)=C(N)O2 (centres undefined)
2	14	Cc1ccc(-n2nc3c(c2NC(=O)c2ccc4c(c2)OCO4)CS(=O)C3)cc1 (centres undefined)
-6	-27	O=C1CC(c2ccccc2)C(C(=O)O)N1 (centres undefined)
-3	-19	C=CCN1C(=O)/C(=C2/Sc3ccccc3N2C)SC1=Nc1c(C)n[nH]c1C
1	11	O=C(NCc1ccc2c(c1)OCO2)C1CC(=O)N(C2CCCCCC2)C1 (centres undefined)
0	13	CCOC(=O)c1oc2ccc(S(=O)(=O)N3CCOCC3)cc2c1C
-2	-12	COc1cc(C(=O)NCc2cn3ccccc3n2)cc(OC)c1OC
-1	0	CCOc1ccc(C(=O)Cc2ccc3oc(C(=O)O)cc3c2)c(O)c1
0	-5	O=C(NCCN1CCN(C(=O)c2cc3ccccc3oc2=O)CC1)c1cc2ccccc2oc1=O

Brought forward from above: 3 compounds, then new ones.
S aureus QS inh	S aureus QS inh GFP MFI %	structure
-2	-12	COc1cc(C(=O)NCc2cn3ccccc3n2)cc(OC)c1OC
-1	0	CCOc1ccc(C(=O)Cc2ccc3oc(C(=O)O)cc3c2)c(O)c1
0	-5	O=C(NCCN1CCN(C(=O)c2cc3ccccc3oc2=O)CC1)c1cc2ccccc2oc1=O
-1	-10	CC(C)CCNC(=O)c1cnn2c(C(F)(F)F)cc(-c3ccco3)nc12
4	5	CC(=O)c1c(C)[nH]c(C(=O)N2CCCCCC2)c1C
0	0	Cc1nn(C)c(C)c1S(=O)(=O)N(CC(=O)NCCCOC(C)C)c1ccc(C(C)C)cc1
0	-8	Cc1ccc(CNC(=O)c2cc3c(-c4ccc(Cl)cc4)nn(C)c3s2)o1
-1	-5	Cn1c(=O)[nH]c(=O)c2c1nc(N1CCCCC1)n2CCSc1ncccn1
-6	-16	CC(=O)c1ccc(NC(=O)CN2C(=O)COc3ccc(Cl)cc32)cc1
4	12	COC(=O)c1c(NC(=O)CSc2nnnn2C)sc(C)c1C
2	2	O=C(c1cccc(Cl)c1)N1CCN(Cc2ccncc2)CC1
-2	-18	CCCCOC(=O)CSC1=C(C#N)C(c2ccccc2OCC)C(C#N)C(=O)N1 (centres undefined)
0	5	Nc1nc(Nc2ccccc2Br)nc(C(F)(F)F)n1
1	12	O=C(NCCN1CCCC1)c1ccc(Cn2c(=S)[nH]c3cc4c(cc3c2=O)OCO4)cc1
0	10	O=C(NCCN1CCN(c2ccccc2)CC1)c1cccc(Br)c1
-6	-33	CCN(CCCNC(=O)CCn1c(=O)[nH]c2ccccc2c1=O)c1cccc(C)c1
-2	-1	CCOC(=O)c1cnc2cc3c(cn2c1=O)CCCC3
1	5	Cc1oc(-c2cccc(Cl)c2)nc1CN1CCC(C(=O)NCC2CCCO2)CC1 (centres undefined)
-1	2	CC1(C)Cc2c(sc3ncnc(N)c23)CO1
-5	-15	O=C(CC1Oc2ccccc2NC1=O)NCc1ccccc1 (centres undefined)
-2	0	Cc1cc2cc(CNC(=O)CCC(=O)O)ccc2[nH]1
-3	-52	CCN(c1ccc(OC)cc1)S(=O)(=O)c1ccc2c(c1)CCN2C(=O)CCC(=O)O
4	14	CCn1c(=O)cc(SCC(=O)NCCCN2CCN(c3ccccc3F)CC2)c2ccccc21
3	-15	Cc1nc(C)c(C(=O)NCc2ccc(Cl)cc2)o1

Part of the list above in order of count of non-hydrogen atoms, high to low.
S aureus QS inh	S aureus QS inh GFP MFI %	structure
0	0	Cc1nn(C)c(C)c1S(=O)(=O)N(CC(=O)NCCCOC(C)C)c1ccc(C(C)C)cc1
0	-8	Cc1ccc(CNC(=O)c2cc3c(-c4ccc(Cl)cc4)nn(C)c3s2)o1
-5	-15	O=C(CC1Oc2ccccc2NC1=O)NCc1ccccc1 (centres undefined)

Bioassay records as filed in PubChem.

Not all compounds are listed (hit frequency here may not be typical).
